Screening results (PubChem BioAssay)
FUS yeast rescue: rescues growth of FUS-expressing yeast. Potency, µM (series often up to 76.6 µM), without a hit: at the highest dose growth rescue (activation), usual class: activators. S. cerevisiae FUS-expressing, growth rescue, OD600, 24 h. 390,000 compounds, 0.24% hits;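 note: plate controls were DMSO vehicle for no effect and reference control for full effect; nearly all actives have a fitted effect of over 55% in size; some results filed as inactive show a strong effect at the top dose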
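Galactose (2%) drives FUS expression in yeast precultured in raffinose; seeding density OD 0.005. Test compounds incubated 24hr at 30C and 99% humidity before absorbance at 600 nm was measured.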
Abeta yeast res: compounds reversing amyloid beta toxicity in yeast; yeast expressing A-beta42, growth rescue, OD600, 48 h; response scale: 0% DMSO, 100% iron-clioquinol control; Potency, µM (highest dose often 46.1 µM), without a hit: at the top dose growth rescue, most hits filed as activators; 410,000 compounds, 0.063% hits; AID 1347071; note: nearly all actives have a fitted effect of over 55% in size
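Yeast growth medium received pinned compounds, then yeast cells expressing toxic A-beta were added; plates incubated at 30 C for 48 hr. Growth read as absorbance at 600 nm, normalized to DMSO and equimolar FeCl3 plus clioquinol controls.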
Active calls of the source: *; ? = inconclusive; & = joins results of further samples; [ ] = dose if it differs, or a comment. Calls come from the whole dose curve; as a rule, active = well fitted activation curve with a large enough effect; inconclusive = small, poorly fitted or top-dose-only effect; inactive = no such curve, though single readings can be large or run the other way. Potency is the fitted concentration of half-maximal effect. These rows are one share of the data; count on the stated rates, not on these rows.

SMILES	FUS yeast rescue	Abeta yeast res
O=C(Nc1cccc(C(F)(F)F)c1)C1CCCN(S(=O)(=O)c2cccc3nonc23)C1 (stereo not drawn)	-30%	-10%
CCN(CC)S(=O)(=O)c1ccc(C(=O)Nc2nc3ccc(Cl)cc3s2)cc1	2%	-14%
CC1=C(c2ccc(C)cc2)S(=O)(=O)N(Cc2ccc(C(=O)Nc3ccc(F)cc3C)cc2)C1=O	3%	-5%
CCCCN(C)CCCNC(=O)Cn1nc(CC)n2c(cc3sc(C)cc32)c1=O	8%	1%
Cc1cc(C)c(NC(=O)CSc2cn(CC(=O)N3CCOCC3)c3ccccc23)c(C)c1	25%	-13%
CCCn1ccc2c(OCC(=O)Nc3ccc(F)cc3F)cccc2c1=O	17%	-25%
CCOc1ccccc1N(CC)C(=O)c1cc2c(=O)n(CC)c3ccccc3c2s1	32µM*	-18%
CC(=O)c1ccc(NC(=O)CCn2nc(C)c(S(=O)(=O)N3CCC(C)CC3)c2C)cc1	15%	-4%
Cc1c(Cl)cccc1NC(=O)CCS(=O)(=O)c1ccc2c(c1)CC(=O)N2C	14%	-11%
O=C(Nc1cccc(Cl)c1Cl)c1ccc2c(c1)N(Cc1cccc(Cl)c1)C(=O)c1ccccc1S2=O (stereo not drawn)	10%	-4%
Cc1ccc2oc(=O)c3cnn(CC(=O)N4CCN(c5cccc(C(F)(F)F)c5)CC4)c3c2c1	-19%&3%	10%
CCc1ccc(-n2c(SCC(=O)NC(C)CC)nc3n[nH]c(C)c3c2=N)cc1 (stereo not drawn)	29%	-16%

Compound profiles (already shown). Order of screens: FUS yeast rescue | Abeta yeast res
CCN(CC)S(=O)(=O)c1ccc(C(=O)Nc2nc3ccc(Cl)cc3s2)cc1 is listed as 2% | -14%
Cc1cc(C)c(NC(=O)CSc2cn(CC(=O)N3CCOCC3)c3ccccc23)c(C)c1 is listed as 25% | -13%
Cc1ccc2oc(=O)c3cnn(CC(=O)N4CCN(c5cccc(C(F)(F)F)c5)CC4)c3c2c1 is listed as -19%&3% | 10%
O=C(Nc1cccc(Cl)c1Cl)c1ccc2c(c1)N(Cc1cccc(Cl)c1)C(=O)c1ccccc1S2=O (stereo not drawn) is listed as 10% | -4%
CCOc1ccccc1N(CC)C(=O)c1cc2c(=O)n(CC)c3ccccc3c2s1 is listed as 32µM* | -18%

Single values from the list.
`CCOc1ccccc1N(CC)C(=O)c1cc2c(=O)n(CC)c3ccccc3c2s1` @ FUS yeast rescue: 32µM*
`CCCCN(C)CCCNC(=O)Cn1nc(CC)n2c(cc3sc(C)cc32)c1=O` @ Abeta yeast res: 1%

Remaining list, next part.
SMILES	FUS yeast rescue	Abeta yeast res
COCCCNc1ncnc2c1c(-c1ccccc1)cn2-c1ccc(C)c(Cl)c1	1%	8%
CCOC(=O)c1cccc(NC(=O)c2cc3cc4ccc(C)cc4nc3s2)c1	-27%	-7%
CCOc1ccc(C(=O)NCc2nc(-c3ccc(Cl)cc3)no2)cc1OCC	-15%	-9%
Cc1cccc(NC(=O)c2cc(S(=O)(=O)N3CCN(c4ccccc4F)CC3)ccc2F)c1C	?	-15%
CN1C(=O)C(C)(C)c2cc(S(=O)(=O)N3CCCC3C(=O)Nc3ccc(F)cc3)ccc21 (stereo not drawn)	4%	-2%
CCOc1ccc(NC(=O)CC2C(=O)N(c3ccccc3)C(=O)N2Cc2ccc3c(c2)OCO3)cc1 (stereo not drawn)	15%	1%
CCOC(=O)c1ccc(NC(=O)COCc2cc(-c3ccc4c(c3)OCO4)on2)cc1	-17%	-13%
Cc1ccc(NCc2cccn2-c2nnc(N3CCC(C(=O)NCCC(C)C)CC3)s2)cc1	?	1%
COCCNC(=O)c1cc2n(n1)CCCN(Cc1ccc(C)cc1)C2=O	-4%	-16%
O=C(COc1ccc(Cl)cc1)OCc1cc(=O)n2nc(C3CCCCC3)sc2n1	18%	-8%
CCc1ccc(NC(=O)CSc2nc(C)c(C(=O)Nc3ccc(Cl)cc3)c(-c3ccc(OC)cc3)c2C#N)cc1	44%	-4%
COc1ccccc1-c1noc(-c2ccc(N3CCN(C)CC3)c([N+](=O)[O-])c2)n1	-10%	-30%
Cc1sc2ncn(CC(=O)N(C)c3cccc(C(F)(F)F)c3)c(=O)c2c1S(=O)(=O)N1CCN(c2ncccn2)CC1	?	-6%
Cc1ccc(NC(=O)C2CCC(CNS(=O)(=O)c3cccc4nsnc34)CC2)c(Cl)c1 (stereo not drawn)	-7%	0%
CCCc1cc(=O)oc2cc(C)c3c(-c4cccc(OC)c4)coc3c12	-17%	21%
Cc1cc(C)cc(NC(=O)CCc2c(C)nn(-c3ccc(N4CCCC4)nn3)c2C)c1	23%	-4%
COc1ccc2nc(N(Cc3cccnc3)C(=O)c3ccc4c(c3)OCCO4)sc2c1	-2%	-1%
CCOC(=O)c1cnc2c(ccc3ccccc32)c1Nc1ccc(OC)c(OC)c1	-4%	-4%
CCn1c(=O)c2cc(C(=O)NCCCN3CCN(c4ccc(F)cc4)CC3)sc2c2ccccc21	1%	-5%
CCOc1ccccc1N(CC(=O)N1CCc2ccccc2C1)S(=O)(=O)c1ccccc1	34%	25%
Cc1ccc(-c2c(CN3CCN(c4cc(C)ccc4C)CC3)csc2C)cc1	18%	-20%
CCOC(=O)c1cc2c(=O)n3ccccc3nc2n(C(C)C)c1=NC(=O)c1cc2ccccc2o1	18%	-2%
Cc1c(Cl)cccc1Nc1nn2c(=O)c3ccc(C(=O)NCCc4ccccc4)cc3nc2s1	-39%	-1%
COc1ccc(NC(=O)c2c(C)oc3ccc(O)c(CN4CCCC(C)C4)c23)cc1 (stereo not drawn)	21%	5%
COc1ccc(C(=O)NCc2nnc(SCC(=O)Nc3ccccc3)n2-c2ccc(F)cc2)cc1	-2%	-2%
Cc1cccc(CCNC(=O)c2ccc3c(c2)N(Cc2ccccc2F)C(=O)c2ccccc2S3)c1	31%	-3%
Cc1ccccc1OCC(=O)Nc1ccc(-c2nc3cc(Cl)cc(Cl)c3o2)cc1	-6%	-5%
Cc1nn(C(C)C(=O)NCCc2ccccc2)c(=O)c2c1sc1ccccc12 (stereo not drawn)	14%	5%
Cc1n[nH]c(C)c1S(=O)(=O)N(CC(=O)NC(C)c1ccccc1)c1ccc(C(C)C)cc1 (stereo not drawn)	37%	7%
Cc1cc(C)cc(NC(=O)N2CCC(N3CCCCC3)CC2)c1	-15%	-10%
Cc1cc(C)c(NC(=O)C2CCN(C(=O)N3CCOc4ccccc43)CC2)c(C)c1	2%	-1%
COC(=O)CN1C(C(=O)c2ccccc2)=C(OC(=O)c2ccc(F)cc2)c2ccccc2S1(=O)=O	?	-4%
CCNC(=O)c1c(NC(=O)c2nc(S(=O)(=O)CC)ncc2Cl)sc2c1CCCC2	-7%	-11%
CCOc1ccc(NC(=O)c2oc3ccccc3c2NC(=O)c2cc3ccccc3o2)cc1	3%	2%
Cc1ccc(NC(=O)CSc2n[nH]c(-c3ccc(F)cc3)n2)cc1F	22%	-16%
CCCn1c2ccccc2c2cnn(CC(=O)N3CCN(c4ccccc4)CC3)c(=O)c21	20%	10%

Entries above that contain a CF3 group (three):
SMILES	FUS yeast rescue	Abeta yeast res
O=C(Nc1cccc(C(F)(F)F)c1)C1CCCN(S(=O)(=O)c2cccc3nonc23)C1 (stereo not drawn)	-30%	-10%
Cc1ccc2oc(=O)c3cnn(CC(=O)N4CCN(c5cccc(C(F)(F)F)c5)CC4)c3c2c1	-19%&3%	10%
Cc1sc2ncn(CC(=O)N(C)c3cccc(C(F)(F)F)c3)c(=O)c2c1S(=O)(=O)N1CCN(c2ncccn2)CC1	?	-6%

The list goes on.
SMILES	FUS yeast rescue	Abeta yeast res
CCC1CN(C(=O)C2CCN(S(=O)(=O)c3c(C)noc3/C=C/c3ccccc3F)CC2)c2cc(Cl)ccc2O1 (stereo not drawn)	3%	6%
CCCN(C(=O)Cn1ncc2c([nH]c3ccccc32)c1=O)c1ccc(F)cc1	?	-6%
CCn1c2c(c(=O)n3ncc(C(=O)N4CCN(c5ccc(Cl)cc5)CC4)c13)CN(Cc1ccc(OC)cc1)CC2	?	16%
Cc1cccc(-c2nc(SCCCOc3ccccc3Cl)n3[nH]c(=O)cc3n2)c1	2%	-11%
O=C(Cn1cc(C(=O)C(F)(F)F)c2ccccc21)N1CCCCCC1	13%	4%
COc1ccc(C(=O)NCCn2cc(SCC(=O)NCCc3ccc(OC)c(OC)c3)c3ccccc32)cc1	?	-20%
COc1ccc(OCc2ccc(-c3nc(C#N)c(NC(C)c4ccccc4)o3)o2)cc1 (stereo not drawn)	1%	-17%
Cc1ccc(Cl)c2sc(NC(=O)CS(=O)(=O)c3ccc(Cl)cc3)nc12	-5%	-5%
COc1ccc(-c2cn3cccnc3n2)cc1NC(=O)c1ccccc1C(F)(F)F	-4%	-3%
Cc1ccc(-n2c(=O)c3c(C)c(C)sc3n(CC(=O)NCc3ccccc3)c2=O)cc1C	1%	-1%
CCOc1ccc(CCNCc2c(C(=O)O)n(Cc3ccc(C)cc3)c3cc(OC)ccc23)cc1	35%	-1%
COc1ccc(Br)cc1C1Sc2ccccc2NC2=C1C(=O)c1ccccc12 (stereo not drawn)	-7%	-13%
COc1cccc(C(=O)NC2CC(=O)N(c3ccc4c(c3)OCCO4)C2)c1OC (stereo not drawn)	11%	-5%
CCCCc1ccc(-n2nc3cc(C)c(NC(=O)Cc4ccccc4)cc3n2)cc1	3%	-9%
COCCCNC(=O)CSC1=Nc2ccccc2C2=NC(CCC(=O)NCc3ccccc3OC)C(=O)N12 (stereo not drawn)	?	-13%
Cc1ccc(CNC(=O)Cn2nc(N3CCN(c4ccccc4)CC3)ccc2=O)cc1	-5%	8%
CCCNC(=O)C1CCC(Cn2c(=O)c3sccc3n(CC(=O)NCc3cccc(OC)c3OC)c2=O)CC1 (stereo not drawn)	?	-6%
CCC(C)c1ccc(OCC(=O)Nc2cccc3ccc(C)nc23)cc1 (stereo not drawn)	13%	-11%
COc1cc(OC)c(NC(=O)Nc2c(C)n(C)n(-c3ccccc3)c2=O)cc1Cl	-5%	-10%
COc1ccc(Cl)cc1NC(=O)Cn1cnc2sc(C)c(S(=O)(=O)N3CCN(c4ccccc4OC)CC3)c2c1=O	-20%	-14%
CCN(C(=O)C1CCN(S(=O)(=O)c2ccc3c(c2)CCCN3C(C)=O)CC1)c1cccc(C)c1	43%	13%
CCCN(C(=O)C1CCN(S(=O)(=O)c2c(C)noc2/C=C/c2ccc(C)cc2)CC1)c1ccccc1F	5%	-2%
COc1ccccc1CNC(=O)CSc1ncc2c(n1)-c1cc(Cl)ccc1N(Cc1ccccc1)S2(=O)=O	17%	0%
CCC(C)NC(=O)Cn1c(=O)n(-c2ccc(C)cc2)c(=O)c2ccccc21 (stereo not drawn)	8%	-6%
Cc1cccc(-c2noc(CN(C(=O)c3ccc(C)c(C)c3)C(C)C)n2)c1	24%	0%
COc1cc(OC)c(NC(=O)CCc2nc(C3=CCN(Cc4cccc(Cl)c4)CC3)no2)cc1Cl	30%	-14%
O=C(COc1ccccc1)NC1CC(=O)N(c2ccc3c(c2)OCCO3)C1 (stereo not drawn)	-28%	13%
CCN1C(C(=O)c2ccccc2)=C(OC(=O)c2ccc(Cl)cc2)c2ccccc2S1(=O)=O	44%	-44%[inhibitor]
Cc1ccc(CCNC(=O)c2cc(C)nc3c2c(C)nn3-c2ccc(C)cc2)cc1	-24%	-16%
CCc1ccc2c(c1)NC(c1ccc(F)cc1)=NC(c1ccncc1)=N2	9%	7%
CCc1cccc(C)c1NC(=O)Cn1c(=O)n(-c2cccc(C)c2)c(=O)c2c1c1cc(C)ccc1n2C	8%	-8%
Clc1ccccc1OCCSc1nnc(-c2cccs2)o1	29%	-9%
Cc1ccc(NC(=O)Cc2csc(C)n2)c(C)c1	3%	-5%
CCOCCCNC(=O)CCc1nnc2ccc(N3CCN(c4cccc(OC)c4)CC3)nn12	38%	-6%
Cc1cc(Cl)ccc1NC(=O)c1cc(S(=O)(=O)N2CCOCC2)cn1C	-15%	-1%
O=C(Nc1nc2c(Cl)cccc2s1)c1ccc(S(=O)(=O)N2CCc3ccccc32)cc1	0%	-3%
CCOc1ccc(NC(=O)C(NS(=O)(=O)c2cccc3nsnc23)c2ccccc2)cc1 (stereo not drawn)	?	-12%
COc1ccc(NC(=O)c2cc(CN3CCCC3)on2)cc1Cl	-2%	-4%
CC(=O)c1ccc(NC(=O)Cn2ncc3c4ccccc4n(Cc4ccccc4)c3c2=O)cc1	12%	15%
CCOc1ccccc1NC(=O)CC(c1ccc(F)cc1)N1Cc2ccccc2C1=O (stereo not drawn)	21%	-2%
CCc1ccc2c(c1)c(=O)c(S(=O)(=O)c1ccccc1)cn2CC(=O)Nc1cc(C)ccc1C	-10%	-1%
Cc1nc2cc(-c3cccc(F)c3)nn2c(C)c1CCC(=O)Nc1ccccc1C(N)=O	-13%	1%
COc1ccc2[nH]cc(CCNC(=O)Nc3c(C)cccc3C)c2c1	-20%	-3%
CCc1ccc(NC(=O)CSc2nc(-c3ccccc3)c(C#N)c(=O)[nH]2)cc1	18%	5%
COc1ccccc1NC(=O)c1c(C)cc(C)nc1SCC(=O)Nc1ccc(C)c(C)c1	?	-12%
CCCCN(CC)C(=O)CSc1nc2c(sc3ccccc32)c(=O)n1CCc1ccccc1	2%	-3%
CC1Cc2cc(S(=O)(=O)N(C)c3ccc(Br)cc3)ccc2N1C(=O)C1CC1 (stereo not drawn)	?	-12%
